Assay outcomes (PubChem)
D1 PAM: Potentiators of Human D1 Dopamine Receptor: qHTS; D(1A) dopamine receptor (Homo sapiens), P21728; HEK293 TREx D1 cells, calcium flux, dopamine EC20 potentiation; potentiation, % at 10 µM; 360,000 compounds, 0.036% hits; AID 504651, 2011; in the data active = potentiation above about 30%; also: 0% is about no effect
Target sequence (P21728 whole entry, looked up): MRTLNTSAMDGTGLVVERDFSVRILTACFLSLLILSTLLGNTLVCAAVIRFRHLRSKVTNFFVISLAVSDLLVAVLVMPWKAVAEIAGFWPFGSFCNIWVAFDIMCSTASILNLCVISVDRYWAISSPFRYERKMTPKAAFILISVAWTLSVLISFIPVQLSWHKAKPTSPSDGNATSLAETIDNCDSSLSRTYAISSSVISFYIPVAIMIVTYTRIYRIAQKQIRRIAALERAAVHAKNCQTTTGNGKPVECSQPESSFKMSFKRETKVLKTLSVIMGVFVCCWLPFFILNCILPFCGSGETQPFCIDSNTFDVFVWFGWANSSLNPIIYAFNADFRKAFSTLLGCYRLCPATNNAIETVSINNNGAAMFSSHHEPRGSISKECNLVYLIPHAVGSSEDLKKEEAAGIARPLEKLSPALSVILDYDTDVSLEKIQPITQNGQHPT
LDHA inh: qHTS assay for inhibitors of human lactate dehydrogenase; L-lactate dehydrogenase A chain (Homo sapiens), P00338; purified LDHA, NADH/diaphorase-resazurin fluorescence; stronger effect = lower value; activity change, % (values are at about 110 or 230 µM); 480,000 compounds, 0.15% hits; in the data active = activity change below about -30%; inconclusive = mostly about -25% to -30%;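 also: plate controls were DMSO wells for no effect and wells without enzyme for full effect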
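Human LDH5 at 2 nM final in Tris HCl pH 7.4 with 0.06 mM NADH and 0.2 mM pyruvate, reacted 5 minutes at room temperature. Remaining NADH coupled via diaphorase/resazurin; resorufin fluorescence read at 0 and 20 minutes, normalized to enzyme-free and DMSO wells.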
D1 antag: Antagonist of Human D 1 Dopamine Receptor: qHTS | HEK293 TREx D1 cells, calcium flux, dopamine EC80; stronger effect = lower value | activity change, negative = inhibition, % at 10 µM | D(1A) dopamine receptor (Homo sapiens), P21728 | 360,000 compounds, 3.2% hits; in the data active = activity change below about -30%; also: % is scaled to controls: 0 for no effect and ±100 for the full control effect
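Tetracycline-induced HEK293 Trex D1 cells, force-coupled to calcium, dye-loaded; compounds added and read 180 s, then EC80 dopamine added and calcium flux tracked kinetically another 180 s.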
RXFP1 ag: qHTS Assay for Agonists of the Relaxin Receptor RXFP1; AID 2676, 2010; HEK293T-RXFP1 cAMP TR-FRET, 30 min; response scale: percent of porcine relaxin response, buffer zero; Potency, µM (highest dose often 57.5 µM), inactives show at the top dose activation, actives largely listed as activators; Relaxin receptor 1 (Homo sapiens), Q9HBX9; 370,000 compounds, 0.3% hits; also: potency is read from the fitted curve at half-maximal effect; % is scaled to controls: 0 for no effect and ±100 for the full control effect; nearly all actives have a fitted effect of over 60% in size; many of its hits are not listed in these tables
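HEK293 cells stably expressing RXFP1, treated 30 min at 37C with compounds plus PDE4 inhibitor Ro 20174; cAMP measured by HTRF TR-FRET. Normalized to buffer and 29 nM porcine relaxin; EC50 by Hill fit.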
Vif-A3G inh: qHTS for Inhibitors of Vif-A3G Interactions: qHTS. Potency, µM (series often up to 46.1 µM), without a hit: at the top dose activity, negative = active, hits mostly inhibitors. HeLa A3G-eYFP + Vif (tagged APOBEC3G with the HIV-1 protein that degrades it), YFP fluorescence, overnight. DNA dC->dU-editing enzyme APOBEC-3G (Homo sapiens), Q9HC16. 410,000 compounds, 0.076% hits;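 also: potency is read from the fitted curve at half-maximal effect; % is scaled to controls: 0 for no effect and ±100 for the full control effect; nearly all actives have a fitted effect of over 60% in size; hits raise eYFP signal because A3G escapes Vif-driven loss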
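Read-out is eYFP fluorescence (Ex 488/Em 500-530) from Vif-expressing HeLa A3G-eYFP cells; more signal means A3G escaped Vif-mediated degradation. Cells plated overnight, compound pinned in, incubated overnight at 37 deg C.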
D1 agonist: Allosteric Agonists of the Human D1 Dopamine Receptor: qHTS. 360,000 compounds, 1% hits. HEK293 T-REx D1 cells, calcium flux, agonist mode. activation, % at 2 µM. D(1A) dopamine receptor (Homo sapiens), P21728; in the data active = activation above about 30%; also: 0% is about no effect
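Agonism was scored from calcium flux recorded over 180 s (1 read/s) after pintool compound addition, following a 10-cycle baseline. Cells were inducible force-coupled HEK293 TREx D1, plated overnight at 30 C and loaded with no-wash calcium dye.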
D2 PAM: HTS Assay for Positive Allosteric Modulators of the Human D2 Dopamine Receptor: Primary Screen for Potentiators | D(2) dopamine receptor (Homo sapiens), P14416 | HEK293 T-REx D2, calcium flux, EC20 dopamine potentiation | potentiation, % at 10 µM | 340,000 compounds, 0.34% hits | AID 485347, 2010;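 active = potentiation over 3 SD above the plate norm, cut at about 30% in these data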; also: 0% is about no effect
Target sequence (P14416 whole entry, looked up): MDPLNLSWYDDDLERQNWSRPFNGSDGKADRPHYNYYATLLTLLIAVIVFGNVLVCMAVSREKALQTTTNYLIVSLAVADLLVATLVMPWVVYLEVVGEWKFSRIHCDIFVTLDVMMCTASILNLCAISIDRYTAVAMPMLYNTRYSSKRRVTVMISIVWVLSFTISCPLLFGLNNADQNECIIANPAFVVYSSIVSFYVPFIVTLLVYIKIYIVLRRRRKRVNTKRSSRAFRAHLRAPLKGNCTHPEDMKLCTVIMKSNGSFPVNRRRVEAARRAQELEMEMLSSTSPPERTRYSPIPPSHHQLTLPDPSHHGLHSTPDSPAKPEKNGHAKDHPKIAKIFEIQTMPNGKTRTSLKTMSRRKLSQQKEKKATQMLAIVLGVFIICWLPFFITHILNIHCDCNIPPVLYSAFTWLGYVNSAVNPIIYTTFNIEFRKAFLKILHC
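Cells plated with tetracycline inducer and held overnight at 30 C; calcium dye loaded 30–90 min at room temperature; baseline taken, compound added and read 180 s; EC20 dopamine then added and read 180 s.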
Vif-APOBEC3F blk: qHTS for Inhibitors of Vif-A3F Interactions: qHTS; HeLa A3F-eYFP + Vif (tagged APOBEC3F with the HIV-1 protein that degrades it), YFP fluorescence increase; 390,000 compounds, 0.2% hits; Potency, µM (series often up to 46.1 µM), without a hit: at the highest dose activity, negative = active; also: potency is read from the fitted curve at half-maximal effect; % of control where 0% means no effect; nearly all actives have a fitted effect of over 65% in size
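HeLa cells stably expressing Vif plus C-terminally eYFP-tagged A3F were seeded, incubated overnight at 37 deg C, dosed with compound, incubated overnight again at 37 deg C. Yellow fluorescence (Ex 488/Em 500-530) reported blocked Vif-mediated A3F-eYFP degradation.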
Glioma ERSR ind: qHTS for Inducers of the Endoplasmic Reticulum Stress Response (ERSR) in Human Glioma: qHTS. U87-MG GRP78 promoter luciferase reporter, 16 h. Potency, µM, for inactives: at the highest dose activation, usual class: activators. 420,000 compounds, 0.02% hits. AID 602332, 2012; also: potency is read from the fitted curve at half-maximal effect; series mostly up to about 76 µM; % of control where 0% means no effect; nearly all actives have a fitted effect of over 35% in size
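Stably transfected U87-MG glioma cells carrying a GRP78-based luciferase sensor; 16 h compound incubation. Luminescence end-point read 10 min after Bright-Glo addition at room temperature.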
Starred values were filed as active, the others as inactive; ? = inconclusive; . = no result given; & = joins results of further samples. Unless noted, calls follow the shape of the dose curve; as a rule, active = well fitted curve in the direction sought with a large enough effect; inconclusive = small, poorly fitted or top-dose-only effect, or another doubt; inactive = no such curve, though single readings can be large; an effect the other way counts as inactive or inconclusive.

molecule | D1 PAM | LDHA inh | D1 antag | RXFP1 ag | Vif-A3G inh | D1 agonist | D2 PAM | Vif-APOBEC3F blk | Glioma ERSR ind
CCCC(=O)Nc1c2c(nn1-c1ccc(OC)cc1)CS(=O)(=O)C2 | 6 | 1 | -4 | 0.9% | 0% | 2 | 14 | -4% | -3%
CCC/C=C/c1ccc(CN2C(CC(C)C)C(=O)N(Cc3cn(CC4CCCCC4)nn3)CCS2(=O)=O)cc1 (stereo not given) | . | 0 | . | . | 2% | . | . | -19% | 6%
Cc1ccc(NC(=O)NC2(C(=O)NCc3ccco3)CCCCC2)cc1 | 0 | -14 | 18 | 0.0% | -5% | 2 | -4 | -14% | 0%
Cc1ccccc1OCCn1cc(C(=O)c2ccco2)c2ccccc21 | -8 | 0 | 9 | -1.6% | 2% | 11 | -7 | 3% | -3%
CC(C)c1nc(SCc2ccccn2)c2c(=O)n(C)c(=O)n(C)c2n1 | -4 | -4 | 5 | -0.6% | 0% | 0 | 3 | 0% | -5%
C[C@H]1CCCCO[C@H](CN(C)C(=O)C2CCCCC2)[C@@H](C)CN([C@@H](C)CO)C(=O)c2cc(NC(=O)NC3CCCCC3)ccc2O1 | . | 2 | . | . | 4% | . | . | -2% | -4%
COc1cc(/C=N/NC(=O)CSc2ccccn2)ccc1OC(C)C | 3 | -1 | 9 | -0.1% | 0% | 1 | 6 | 8% | 10%
Cc1oc2ncnc(N3CCCCC3)c2c1C(=O)N1CCN(c2cccc(Cl)c2)CC1 | 2 | -1 | -1 | -1.9% | 2% | 2 | -4 | 1% | -1%
CN(C)/C=C/C(=C\C(=O)C(F)(F)F)Nc1ccc(C(F)(F)F)cc1 | 3 | 0 | 1 | -2.0% | -2% | 2 | 10 | 6% | -2%
COc1cccc(CN(C)C(=O)c2ccc3c(=O)n4c(nc3c2)CCC4)c1 | -9 | 1 | 4 | 1.1% | -1% | 1 | 15 | 3% | -3%
Nc1cc2c3ccccc3ccc2c2ccccc12 | . | 19 | . | . | ? | . | . | ? | 3%
Cc1ccc(S(=O)(=O)NCCC(c2ccccc2)c2ccccc2)cc1C(=O)O | 2 | -1 | -9 | 0.6% | 2% | 3 | -4 | -2% | -7%
c1coc(C2Nc3cccc4cccc(c34)N2)c1 | -3 | 13 | -7 | 0.6% | . | 0 | 9 | . | .
COc1ccc(C(=O)c2oc3ccccc3c2NC(=O)c2cc(=O)c3ccc(C)cc3o2)cc1Cl | 0 | -6 | 7 | 0.1% | 3% | 3 | -8 | 2% | -4%
CSCCC(NC(C)=O)C(=O)OCC(=O)N(c1ccccc1)c1ccccc1 (stereo not given) | -6 | -7 | 22 | 2.1% | -2% | 4 | 2 | 1% | -2%
O=C(NC1CCCN(Cc2ccc(Cl)cc2)C1)c1ccoc1 (stereo not given) | -9 | -10 | -22 | -1.6% | -6% | 4 | -7 | 2% | 0%
COc1ccc2c(COC(=O)c3cccc(S(=O)(=O)NCC(C)C)c3)cc(=O)oc2c1 | -3 | -5 | -4 | -0.3% | -4% | 7 | -2 | -4% | -4%
Cc1ccccc1C1=CCN(c2ncc(NC(=O)c3ccc(Cl)cc3)cc2C(=O)O)CC1 | -3 | 19 | 1 | -0.1% | -4% | 1 | -19 | -6% | -3%
CCc1cc(=O)oc2cc(C)cc(OC(C)C(=O)NC3CC(C)(C)NC(C)(C)C3)c12 (stereo not given) | -3 | -8&4 | 7 | 6.3% | 0% | 1 | -9 | -17% | -3%
O=C(N/N=C/c1ccc2c(c1)OCO2)c1ccc2ccccc2n1 | -4 | -4 | -26 | 0.9% | -15% | 1 | -4 | 1% | 9%
O=c1c2ccccc2[nH]c(=S)n1CCN1CCC(=C(c2ccc(F)cc2)c2ccc(F)cc2)CC1 | -5 | . | -22 | 5.3% | . | 1 | 5 | . | .
Cc1cccc(Cn2c(SCc3ccc(C(=O)N4CCCCCC4)cc3)nc3ccncc32)c1 | -2 | 5 | 16 | 5.4% | -3% | 0 | 20 | -27% | -1%
CCCC(=O)Nc1nc(CC(=O)OCC)cs1 | 0 | -15 | 8 | 0.7% | 0% | 4 | 14 | 7% | 0%
COc1ccc(S(=O)(=O)Cc2ccc(C(=O)N3CCN(Cc4ccccc4)CC3)o2)cc1 | 4 | -7 | -2 | 0.5% | 0% | 0 | 6 | -4% | -3%
c1ccc(-c2cc(N3CCCCC3)ncn2)cc1 | -1 | -4 | 1 | 1.0% | 0% | -2 | -16 | -11% | -1%
Cc1cccc(C)c1N(CC(=O)N1CCN(c2ccccc2F)CC1)S(C)(=O)=O | -1 | -8 | -9 | 0.8% | 3% | 0 | 13 | -3% | -5%
O=C(NCCS(=O)(=O)N1CCN(c2cccc(Cl)c2)CC1)c1ccco1 | -8 | -3 | -10 | 1.2% | 1% | 0 | 10 | 7% | -3%
O=C(NNc1c([N+](=O)[O-])cc(C(F)(F)F)cc1[N+](=O)[O-])c1ccco1 | 5 | 0 | -36* | -7.0% | 8% | 21 | 2 | 6% | -11%
COc1ccc(CSc2nnnn2-c2ccccc2)cc1 | -8 | -3 | -11 | 1.0% | -7% | 10 | -6 | ? | -2%
Cc1ccccc1NC(=O)CN1C(=O)NC2(CCc3ccccc32)C1=O (stereo not given) | 6 | -1 | 10 | 0.3% | -1% | 1 | 1 | 0% | -3%
FC(F)(F)c1cccc(Sc2cc(C(F)(F)F)nc(-c3ccccn3)n2)c1 | 0 | 5 | 3 | -2.0% | -23% | 1 | 9 | -8% | -4%
COc1ccc(CCNCc2c(OC)ccc3ccccc23)cc1OC | -1 | 1 | -28 | 5.1% | 5% | 38* | 4 | -28% | 3%
COc1cc(/C=C/C(=O)OCC(=O)NCc2ccco2)ccc1OCC#N | -2 | -3 | -25 | 0.3% | -14% | 5 | 8 | 3% | -2%
COc1ccc2c(CN3CCN(S(=O)(=O)c4cccs4)CC3)cc(=O)oc2c1 | 1 | -4 | -9 | 0.5% | 0% | 4 | 7 | 3% | -2%
COC(=O)c1ccc(/C=N/NC(=O)C2CC(=O)N(c3ccc(OC)cc3)C2)cc1 (stereo not given) | -2 | -2 | 24 | 0.2% | 2% | 1 | 4 | -7% | -6%
O=C1NC(Cc2ccc(O)cc2)c2nc3cc(F)c(F)cc3c(=O)n2-c2cc3ccccc3cc21 (stereo not given) | . | 4 | . | . | -17% | . | . | -10% | 0%
Cc1ccc(N2CCN(Cc3nnc(-c4ccccc4F)o3)CC2)c(C)c1 | -3 | 4 | -50* | 1.0% | 0% | 11 | -4 | 4% | -4%
CC(C)c1ccc(C2CC(=O)N3CN(Cc4ccco4)CSC3=C2C#N)cc1 (stereo not given) | -1 | 4 | -26 | 1.3% | 2% | 3 | 1 | 0% | -2%
CCOC(=O)C1CCN(C(=O)c2ccc(Br)o2)CC1 | -5 | -5 | -11 | 0.8% | 0% | 5 | -6 | 1% | -3%
Cc1ccc(-c2nc(CS(=O)CC(=O)NCCC(C)C)c(C)o2)cc1 (stereo not given) | -3 | -3 | -3 | 1.1% | 0% | 2 | -2 | -4% | 0%

Sorted by count of non-hydrogen atoms (ascending): three of the compounds above
molecule | D1 PAM | LDHA inh | D1 antag | RXFP1 ag | Vif-A3G inh | D1 agonist | D2 PAM | Vif-APOBEC3F blk | Glioma ERSR ind
COc1ccc(CCNCc2c(OC)ccc3ccccc23)cc1OC | -1 | 1 | -28 | 5.1% | 5% | 38* | 4 | -28% | 3%
COc1cc(/C=C/C(=O)OCC(=O)NCc2ccco2)ccc1OCC#N | -2 | -3 | -25 | 0.3% | -14% | 5 | 8 | 3% | -2%
O=C1NC(Cc2ccc(O)cc2)c2nc3cc(F)c(F)cc3c(=O)n2-c2cc3ccccc3cc21 (stereo not given) | . | 4 | . | . | -17% | . | . | -10% | 0%

(list continues)
molecule | D1 PAM | LDHA inh | D1 antag | RXFP1 ag | Vif-A3G inh | D1 agonist | D2 PAM | Vif-APOBEC3F blk | Glioma ERSR ind
CCOC(=O)N1CCN(S(=O)(=O)N(C)C)CC1 | -3 | -5 | -13 | -0.4% | 0% | 2 | 9 | -7% | -1%
COc1ccccc1OCc1ccc(C(=O)Nc2ccncc2)o1 | -3 | -9 | -3 | 0.4% | 3% | 1 | 3 | -2% | 4%
Cc1ccc2c(c1)S/C(=C/c1ccc[n+](C)c1)N2CCO | -6 | -16 | 0 | 0.8% | ? | 2 | . | ? | -5%
CC(C)Oc1ccc(S(=O)(=O)N2CCOCC2)cc1NC(=O)c1nn(C)c(=O)c2ccccc12 | . | -18 | . | . | 0% | . | . | 0% | 0%
CC(C)c1ccc(NC2=NCC(=O)N2Cc2cccs2)cc1 | -2 | 8 | 7 | -0.7% | -7% | 0 | -7 | -8% | 3%
CCOC(=O)c1c(C)sc2c1N(C(=O)CCl)c1cc(Cl)ccc1S2 | -5 | 2 | -17 | 0.6% | ? | 0 | 0 | 1% | -14%
O=C(CN1CCOc2ccccc21)NCc1ccc(Cl)cc1 | -6 | 2 | 5 | 0.5% | -8% | -3 | -7 | -3% | 0%

Ordered by value in D1 agonist (lowest first): 3 of the compounds above.
Structure | D1 agonist
COc1ccc(C(=O)c2oc3ccccc3c2NC(=O)c2cc(=O)c3ccc(C)cc3o2)cc1Cl | 3
COc1ccc2c(CN3CCN(S(=O)(=O)c4cccs4)CC3)cc(=O)oc2c1 | 4
O=C(NNc1c([N+](=O)[O-])cc(C(F)(F)F)cc1[N+](=O)[O-])c1ccco1 | 21

A portion of the library; the hit share may differ from the screen's.
